KDM5B inhibitor – blocks human KDM5B histone demethylase activity | Q9UGL1 | KDM5B demethylase, FDH-coupled NADH fluorescence (FDH is formaldehyde dehydrogenase) | Potency, µM (highest dose often 57.7 µM), for inactives: at the highest dose activity change, negative = inhibition, actives largely listed as inhibitors | hit rate 2.6% among 220,000; active = well fitted inhibition curve with a large enough effect; inconclusive = small, poorly fitted or top-dose-only effect; inactive = no such curve, though single readings can be large or run the other way; also: 0% is about no effect; nearly all actives have a fitted effect of over 70% in size
Target sequence (Q9UGL1 whole entry, looked up): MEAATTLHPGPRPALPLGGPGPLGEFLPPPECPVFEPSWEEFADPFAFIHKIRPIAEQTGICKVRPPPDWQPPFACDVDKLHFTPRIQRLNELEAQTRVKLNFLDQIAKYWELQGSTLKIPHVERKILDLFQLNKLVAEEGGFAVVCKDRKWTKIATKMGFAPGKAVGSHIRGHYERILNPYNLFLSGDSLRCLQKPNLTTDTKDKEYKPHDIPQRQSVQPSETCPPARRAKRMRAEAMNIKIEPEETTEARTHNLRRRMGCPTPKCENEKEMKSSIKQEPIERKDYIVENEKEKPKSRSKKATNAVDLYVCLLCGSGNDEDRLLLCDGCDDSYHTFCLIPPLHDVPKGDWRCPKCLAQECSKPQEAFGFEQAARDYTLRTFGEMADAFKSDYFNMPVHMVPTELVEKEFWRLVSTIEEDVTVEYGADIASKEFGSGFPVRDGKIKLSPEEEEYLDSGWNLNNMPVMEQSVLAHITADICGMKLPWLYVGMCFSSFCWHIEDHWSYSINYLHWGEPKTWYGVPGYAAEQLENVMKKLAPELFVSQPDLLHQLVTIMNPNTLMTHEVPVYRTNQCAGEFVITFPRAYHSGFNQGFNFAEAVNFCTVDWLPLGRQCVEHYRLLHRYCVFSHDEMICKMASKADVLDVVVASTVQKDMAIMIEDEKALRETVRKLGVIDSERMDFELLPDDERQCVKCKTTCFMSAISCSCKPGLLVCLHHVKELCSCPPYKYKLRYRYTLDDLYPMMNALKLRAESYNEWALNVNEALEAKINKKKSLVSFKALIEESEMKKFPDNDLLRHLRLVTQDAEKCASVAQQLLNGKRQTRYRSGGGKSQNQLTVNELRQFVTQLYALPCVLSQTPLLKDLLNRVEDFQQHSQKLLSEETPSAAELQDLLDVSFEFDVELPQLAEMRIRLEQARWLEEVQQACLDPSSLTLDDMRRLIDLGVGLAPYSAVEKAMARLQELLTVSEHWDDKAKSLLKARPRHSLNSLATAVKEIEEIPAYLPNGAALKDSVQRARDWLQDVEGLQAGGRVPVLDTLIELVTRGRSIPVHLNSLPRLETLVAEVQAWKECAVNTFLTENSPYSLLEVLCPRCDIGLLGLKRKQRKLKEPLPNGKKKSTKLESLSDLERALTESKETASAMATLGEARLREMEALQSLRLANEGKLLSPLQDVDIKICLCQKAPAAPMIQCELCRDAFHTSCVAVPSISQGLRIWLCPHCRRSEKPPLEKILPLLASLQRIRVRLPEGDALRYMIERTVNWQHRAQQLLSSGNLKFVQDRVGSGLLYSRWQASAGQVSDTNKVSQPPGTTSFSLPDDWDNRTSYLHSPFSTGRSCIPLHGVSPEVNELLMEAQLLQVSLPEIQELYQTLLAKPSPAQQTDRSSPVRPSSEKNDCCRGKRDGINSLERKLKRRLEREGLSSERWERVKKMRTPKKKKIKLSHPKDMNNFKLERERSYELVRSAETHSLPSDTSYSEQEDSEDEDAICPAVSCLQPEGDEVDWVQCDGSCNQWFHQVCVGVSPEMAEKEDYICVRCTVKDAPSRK
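qHTS format, multiple compound concentrations. Buffer 50 mM HEPES pH 7.5/0.01% Tween-20; 200 nM KDM5BΔAP final; 10 min compound preincubation; substrate-mix levels 12.5 µM peptide, 25 µM α-KG, 0.25 mM NAD⁺; 30 min RT; ΔRFU.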
An asterisk follows results filed as active; ? = inconclusive; [ ] = remark or other dose. Potency is read from the fitted curve at half-maximal effect.

| entry | KDM5B inhibitor | SMILES |
| --- | --- | --- |
| 1 | ? | COc1ccc(OC)c(CNC(=O)c2ncoc2-c2cccc(Cl)c2)c1 |
| 2 | 1% | COc1ccccc1-c1nn2c(=O)cc(CN3CCN(S(=O)(=O)c4ccc(C)cc4)CC3)nc2s1 |
| 3 | -15% | COc1ccc(-c2ccc(NS(=O)(=O)c3cccc(Cl)c3)cc2)nn1 |
| 4 | -3% | CC1=C(C(=O)Nc2ccccc2)C(c2ccc(C)cc2)n2nc(SCc3ccccc3C)nc2N1 (stereo not drawn) |
| 5 | -3% | COc1cc2nc(SCC(=O)Nc3ccc(F)cc3)n3nc(CCn4c(C)nc5ccccc54)nc3c2cc1OC |
| 6 | -24% | Cn1nccc1C(=O)NCc1ccc2c(c1)CCN2C(=O)c1ccc(F)cc1 |
| 7 | 3% | COc1ccc(Nc2cc(C)nc3nc(-c4ccc(Cl)cc4)nn23)c(OC)c1 |
| 8 | -13% | CC1CCCN(Cc2c(O)ccc3c(=O)c(-c4ccccc4Cl)c(C(F)(F)F)oc23)C1 (stereo not drawn) |
| 9 | 16% | COc1ccccc1NC(=O)COC(=O)C12CC3CC(CC(Br)(C3)C1)C2 |
| 10 | -1% | CCC(Oc1ccc(F)cc1)C(=O)Nc1ccc(OC)c2ncccc12 (stereo not drawn) |
| 11 | -20% | Cc1cccc(C(=O)NC(C)C(=O)OCc2cc(=O)oc3c(C)c(O)ccc23)c1 (stereo not drawn) |
| 12 | ? | CC1CCC(Nc2nc3c(-c4cccc(C(F)(F)F)c4)nnn3c3ccccc23)CC1 (stereo not drawn) |
| 13 | 0% | Cc1ccc(NS(=O)(=O)c2csc(C(N)=O)c2)cc1C |
| 14 | 8% | CC1CC(C)CN(C(=O)CCC(=O)O)C1 (stereo not drawn) |
| 15 | -2% | CC1(C)CC(=O)CC(=Nc2ccccc2N)C1 |
| 16 | -5% | COc1ccc(-c2nnc3n2CCN(C(=O)c2ccc(C(F)(F)F)cc2)C3)cc1 |
| 17 | -8% | CCOc1cccc(CNC(=O)C2CCN(C(=O)c3ncn4c3COC(c3ccccc3)C4)CC2)c1 (stereo not drawn) |
| 18 | -21% | CCCOc1cccc(C2c3c(oc4cc(C)c(C)cc4c3=O)C(=O)N2CCCN2CCOCC2)c1 (stereo not drawn) |
| 19 | ? | O=C(CCC1CCCC1)N1CCC(Cc2nc(C3CC3)n[nH]2)CC1 |
| 20 | -2% | COc1cc(OC)c(N(C)C(=O)c2c(C)oc3ncn(CC(C)C)c(=O)c23)cc1Cl |
| 21 | 14% | CC(C)CN1CC(C(=O)N(Cc2nccn2C)C2CC2)CC1=O (stereo not drawn) |
| 22 | 37% | CS(=O)(=O)N1CCC(OC2CCN(C(=O)C3CC3)CC2)CC1 |
| 23 | -20% | Cc1cc(C)nc(CNC(=O)[C@H]2CCC[C@@H](O)C2)n1 |
| 24 | ? | Cc1ccc(C)c(Cn2c(=O)n(CCCC(=O)NCc3ccc4c(c3)OCO4)c(=O)c3sccc32)c1 |
| 25 | 14% | CCCCNC(=O)C1CCN(c2nc3ccc(C)cc3[nH]2)CC1 |
| 26 | -15% | Cc1cc(C(=O)N2CCC3(CC2)CC(N2CCN(CC(C)C)CC2)CCO3)nn1C (stereo not drawn) |
| 27 | 2% | CCCC1C(c2ccccc2)NC(c2ccccc2)CC1(O)Cc1ccccc1 (stereo not drawn) |
| 28 | ? | O=C(Nc1cccc(F)c1)[C@@H]1C[C@@H](c2ccc(F)cc2)N([S+](=O)([O-])c2cccnc2)C1 |
| 29 | 5% | O=C(OCC1OC(n2cc(Br)c(=O)[nH]c2=O)C(Br)C1O)c1ccccc1 (stereo not drawn) |
| 30 | -4%[86.2 µM] | COC(=O)C(=O)N[C@H]1C[C@@H](Cc2cc(CC(C)C)on2)C1(C)C |
| 31 | -8% | Cc1ccc(-c2nc(-c3ccc(F)cc3)no2)cc1 |
| 32 | -23% | CCOC(=O)CSc1nnc2n(-c3ccccc3)c(=O)c3c4c(sc3n12)CC(C(C)(C)C)CC4 (stereo not drawn) |
| 33 | ? | N#CC(C#N)=C1C(=O)N(CCN2CCCCC2)c2ccccc21 |
| 34 | -12% | CC1CCCN(S(=O)(=O)c2cc3c(cc2Cl)NC(=O)CO3)C1 (stereo not drawn) |
| 35 | 3% | N#Cc1ccccc1CN1C[C@@H](CO)[C@H](NC(=O)c2ccccc2)C1 |
| 36 | -4% | O=C(c1ccco1)N(CCc1ccccc1)Cc1cccs1 |
| 37 | -18% | CC(C)(C)c1ccc(C2C(C(=O)c3cccs3)=C(O)C(=O)N2c2nncs2)cc1 (stereo not drawn) |
| 38 | ? | Cc1cc(OCC(=O)NCCCN2CCCC2=O)c2c(C)c(C)c(=O)oc2c1 |
| 39 | -24% | COc1cccc(CN2Cc3nc(-c4cnn(Cc5ccccc5)c4)ccc3OCC2=O)c1 |
| 40 | ? | CCn1ccc(C(=O)N2CCCCCCNC(=O)[C@@H]3CCCC[C@@H]32)n1 |
| 41 | -32% | C=CCc1cc(C)ccc1OCCNC(C)C |
| 42 | 5% | Cc1ccc2occ(CC(=O)N3CCN(c4cccc(Cl)c4)CC3)c2c1 |
| 43 | 0% | CCOc1ccc(NC(=O)CCc2c[nH]c3ccccc23)cc1 |
| 44 | 9% | CCNC(=S)N/N=C/c1c(F)cccc1F |
| 45 | -6%[86.2 µM] | COCc1cn(C[C@H]2C[C@@H](NC(=O)C3CCOCC3)[C@H](O)[C@@H]2O)nn1 |
| 46 | -4% | CC/C=C(/C)C(=O)NCc1ccc(C(=O)NC(C)CC)cc1 (stereo not drawn) |
| 47 | ? | Cc1cc(-c2cc3c(cn2)CN(Cc2ccc(C(F)(F)F)cc2)CCN3)ccn1 |
| 48 | ? | CN(Cc1ccccc1)C1CCN(Cc2ccccc2Cl)CC1 |
| 49 | 11% | O=S(=O)(CCSc1nnnn1C1CC1)c1cc(Cl)ccc1Cl |
| 50 | 22% | CCC(CC)NC(=O)c1cccc(F)c1 |
| 51 | ? | CC(C)(C)OC(=O)N1CCC(c2c(C(=O)Nc3ccc4c(c3)OCO4)cnn2-c2ccccc2)CC1 |
| 52 | 1% | CC(=O)c1ccc(NS(=O)(=O)c2cc(-c3nc(-c4cccc(Cl)c4)no3)sc2C)cc1 |
| 53 | 30% | Cc1ccsc1C(=O)NC1CCN(c2cc(C(F)(F)F)ncn2)CC1 |
| 54 | 40µM* | COCCNc1ncccc1-c1noc([C@@H]2CCCN2C2CCOCC2)n1 |
| 55 | 2% | CC(C)CCNC(=O)C1(C)CN(S(=O)(=O)c2ccccc2)CC(=O)N1c1ccc2c(c1)OCO2 (stereo not drawn) |
| 56 | 17% | O=C1/C(=C\c2ccccc2)CCc2ccccc21 |
| 57 | -7% | CCCCCCCCOC(=O)/C(C#N)=C/c1ccc(-c2cccc(C(F)(F)F)c2)o1 |
| 58 | 22%[230 µM] | CN1CCN(C(=O)N2Cc3ccccc3OC3(CCN([S+](C)(=O)[O-])CC3)C2)CC1 |
| 59 | 8% | CCOc1ccc2nc(SCC(=O)NC3CCCCC3)[nH]c2c1 |
| 60 | ? | Cc1ccc(C)c(N2CCN(Cc3nnc(-c4ccc5c(c4)OCO5)o3)CC2)c1 |

The list goes on:
| entry | KDM5B inhibitor | SMILES |
| --- | --- | --- |
| 61 | ? | CC1(C(=O)NCc2ccc(Cl)cc2)Cn2c(ccc2-c2ccco2)C(=O)N1C1CC1 (stereo not drawn) |
| 62 | 7% | CNc1cc(-c2ccccc2C(=O)N(C(C)C)C(C)C)nc(N)n1 |
| 63 | 4% | COc1ccccc1C(=O)NCCC(=O)N1CCN(S(=O)(=O)c2cccc(Cl)c2)CC1 |
| 64 | 10% | Cc1nc2cc(NC(=O)c3ccccc3Cl)ccc2o1 |
| 65 | -14% | N#Cc1ccc(Oc2cccc(N)c2)cc1 |
| 66 | 18% | Cc1ccc(N=C2NC(=O)/C(=C/c3cccn3C)S2)cc1C |
| 67 | -7% | CC(NC(=O)c1ccc(Br)cc1)C1CC2CCC1C2 (stereo not drawn) |
| 68 | -12% | CSc1nc2c(c(=O)n(C)c(=O)n2C)n1CCCc1ccccc1 |
| 69 | ? | CC(C)Oc1ccccc1-c1nc(SCC(=O)c2ccc(F)cc2)n[nH]1 |
| 70 | ? | Cc1nnc(CN2CCC(N3CCCC(C(=O)NCCc4ccccc4)C3)CC2)o1 (stereo not drawn) |
| 71 | 20% | CCOCCCNC(=O)/C=C/c1ccccc1 |
| 72 | 18µM* | COC[C@@H]1CN(c2ncccn2)C[C@H]1C(=O)NCc1ccccc1OC |
| 73 | -6% | COc1cccc(-c2nc(S(=O)(=O)c3ccc(C)cc3)c(N3CCOCC3)o2)c1 |
| 74 | -16% | Cc1ccc(/C=C(\C#N)C(=O)NC2CCCC2)o1 |
| 75 | -10% | O=[N+]([O-])c1ccccc1S(=O)(=O)Nc1cccc(-n2cccn2)c1 |
| 76 | -6% | Cc1ccc(C(=O)N2CCC(n3cc(-c4nc(-c5ccccc5)no4)nn3)C2)s1 (stereo not drawn) |
| 77 | 8% | CN(C)C(=O)c1cc2c(F)cccc2[nH]1 |
| 78 | -8% | CCCCN(C)C(=O)CSc1nc2ccccc2nc1Cc1ccc(C)cc1 |
| 79 | ? | Cn1cc(CC(=O)N2CCCc3ncc(C(=O)NCCN4CCCC4)cc32)c2ccccc21 |
| 80 | ? | O=C(Cn1c(SCc2cccc(F)c2)nc2ccncc21)Nc1ccc(Cl)cc1F |
| 81 | ? | CNC(=O)[C@@H](Cc1ccccc1)N1CCC[C@H]1C(=O)NCC1CC1 |
| 82 | -7% | O=C(Nc1cccc(OCc2ccc(F)cc2)c1)c1ccncc1 |
| 83 | ? | COc1cc(Cl)ccc1C(=O)NC1CCN(c2cc(-c3ccccc3)[nH]n2)CC1 |
| 84 | 17% | Cc1cc(NC(=O)CCc2ncc(-c3ccc(F)cc3)o2)no1 |
| 85 | 5% | CCOC(=O)c1cccc(NC(=O)c2nc3ccccc3nc2N2CCCC2)c1 |
| 86 | -3% | COCCN1CCC(CN(Cc2ccncc2)C(=O)[C@@H]2C[C@@H]3C=C[C@H]2C3)CC1 |
| 87 | 4% | COc1ccc(C)cc1NC(=O)C(NS(=O)(=O)c1cccc2nsnc12)c1ccccc1 (stereo not drawn) |
| 88 | -28% | COc1ccc(/C=C/C(=O)c2ccc(OC(F)F)c(OC)c2)c(OC)c1 |
| 89 | -11%[86.2 µM] | O=C(CN1Cc2nc(OCC3CC3)ccc2OCC1=O)N1CCCC1 |
| 90 | -41% | COc1ccc(Nc2nnc(Cc3ccncc3)c3ccccc23)c(OC)c1 |
| 91 | ? | Cc1cccc(C(=O)N2CCC(c3nc(C4CCOCC4)no3)C2)c1 (stereo not drawn) |
| 92 | 13% | CC(=O)Nc1ccc(S(=O)(=O)N[C@H]2CO[C@H]3[C@@H]2OC[C@@H]3n2nnnc2Oc2ccc(-n3ccnc3)cc2)cc1 |
| 93 | -8% | C[C@H](NC(=O)c1cc2cc(Cl)ccc2n1C)C(=O)N[C@@H](C(=O)O)c1ccccc1 |
| 94 | -26% | CCC1=Nc2cc(C(=O)NCCC(C)C)ccc2Sc2ccc(Br)cc21 |
| 95 | -15% | Cc1c(Cl)cccc1NC(=O)Cn1ccn2nc3c(c2c1=O)CCCC3 |
| 96 | 53% | COC(=O)c1c(NC(=O)CCCOc2cccc(C)c2)sc2c1CCC2 |
| 97 | -2% | Cc1ccc(C(=O)N2CCCCCCNC(=O)[C@@H]3CCCC[C@@H]32)cn1 |
| 98 | 16% | O=C(c1ccc(CC2CCNCC2)cc1)N1CCCC1 |
| 99 | ? | O=c1[nH]c2ccc(NCc3ccc(-c4ccccc4)o3)cc2[nH]1 |
| 100 | -19% | Cc1ccccc1CN1C[C@@H]2C(=O)N(Cc3ccc4c(c3)OCO4)C(=O)[C@@H]2C1 |
| 101 | ? | Cc1nn(C)cc1C(=O)N[C@@H]1CN(C2CCOCC2)C[C@H]1CN(C)C |
| 102 | -12% | COc1ccc(C(=O)CSc2nnc3c(=O)n(-c4ccccc4OC)ccn23)cc1OC |
| 103 | 8% | COCC(=O)N1CCCC(C(=O)N2CCC(OCc3ccccc3)CC2)C1 (stereo not drawn) |
| 104 | 7% | COCC(=O)N(C1CCOCC1)C1CCN(C(=O)Cc2cccc(OC)c2)CC1 |
| 105 | ? | COc1ccc(CNC(=O)CC[C@H]2CNC(=O)[C@@H]3[C@@H](CCN3Cc3cccc(Cl)c3)N2C)cc1 |
| 106 | -6% | COc1ccc(N2CCN(c3ccc(-c4nc(-c5ccccc5)no4)cc3[N+](=O)[O-])CC2)cc1 |
| 107 | -25% | O=C(Nc1ccc2c(c1)OCCCO2)c1ccccc1OCc1ccc(F)cc1 |
| 108 | -28% | Cc1ccc(C(=O)N2CCCC(c3nc(-c4ccccc4)no3)CCNC(=O)CC2)cn1 (stereo not drawn) |
| 109 | -9%[86.2 µM] | Cn1cccc1CN1CCC12Cc1ccccc1NC2=O (stereo not drawn) |
| 110 | -9% | CCn1c(CO)nnc1C1CC(NC(=O)CN2CCOCC2)C1 (stereo not drawn) |
| 111 | ? | Cc1cc(C)cc(OCC(=O)N(Cc2ccc(C)o2)C2CCS(=O)(=O)C2)c1 (stereo not drawn) |
| 112 | ? | Cc1ccc2nc(N(Cc3cccnc3)C(=O)c3cccs3)sc2c1 |
| 113 | 16% | COc1ccc(-c2c(C(=O)O)sc3c2NC(=O)CC32C(=O)N(C)c3ccc(C(C)C)cc32)cc1 (stereo not drawn) |
| 114 | -27% | Cc1cccc(N2CCN(C(=O)c3ccc(NC(=O)c4nsc5ccccc45)cc3)CC2C)c1 (stereo not drawn) |
| 115 | -2% | O=C(CCCc1c[nH]c2ccccc12)NCc1ccc(Cl)cc1 |
| 116 | 13% | CC(=O)/C=C/c1c(C)oc2ccccc12 |
| 117 | 17% | CC(NCc1cccc(C#N)c1)c1cc2ccccc2o1 (stereo not drawn) |
| 118 | ? | CC(C)Cc1nnc(NC(=O)c2cc3c(s2)CCC3)s1 |

This is a subset, so the mix of outcomes need not match the whole.
